# RNase H inhibition = RNase H inhibition, HIV 1 Gag Pol polyprotein, FRET biochemical assay, screening (AID 372); HIV-1 RT RNase H, FRET RNA/DNA substrate fluorescence; higher % means a stronger effect; one-dose inhibition, % at 10 µM; IC50 in µM for titrated hits; actives 0.77% (n = 100,000); in the data active = inhibition above about 50%
# * = called active by the depositor. These rows are one share of the data; the hit share may differ from the screen's.
SMILES,RNase H inhibition
Cc1cc(F)c(F)cc1C(=O)N1CCN(c2cc(N3CCCCC3)c(F)cc2[N+](=O)[O-])CC1,10%
CCN(CC)CCCC(C)N=Cc1c(O)n(-c2c(C)cc(C)cc2C)c(=O)[nH]c1=O (stereo not given),4%
O=[N+]([O-])c1cccc(NS(=O)(=O)c2cccc(S(=O)(=O)c3ccc(Cl)c(Cl)c3)c2)c1,11%
COC(=O)c1ccccc1NC(=O)COc1ccc2ccccc2c1,38%
COc1ccc(C(=O)NN2C(=O)CCC2=O)cc1OC,6%
COc1cc(C2CC(=O)Nc3c2ccc2ccccc32)ccc1O (stereo not given),14%
NC(=O)c1ccccc1NC(=O)c1ccc(Cl)c(Cl)c1,7%
CCN1C(=O)/C(=C/c2cc3c(cc2Br)OCO3)SC1=S,47%
Cc1cccc(C)c1Nc1ccc2nonc2c1[N+](=O)[O-],13%
CC(=O)NC1=NN(C(C)=O)C(c2ccccc2OC(C)=O)S1 (stereo not given),0%
CCOC(=O)C1=C(C)N=c2s/c(=C\c3ccc(O)c(Br)c3)c(=O)n2C1c1ccc(OC)cc1 (stereo not given),17%
O=C(ON1C(=O)CCC1=O)c1cccnc1,0%
O=C(/C=C/c1ccccc1)Nc1ccccc1I,4%
CCOC(=O)c1c(NC(=O)c2cc3cc(Br)ccc3oc2=O)sc2c1CCC(C)C2 (stereo not given),5%
Cc1ccccc1NC(=O)/C(C#N)=C\c1cc(C)n(-c2cccc(C(=O)O)c2)c1C,7%
Cc1ccc(C(=O)Nc2ccc(F)c(Cl)c2)c(Cl)c1,3%
O=C1c2ccccc2/C(=N/N=C/c2cccs2)C1C(=O)C(c1ccccc1)c1ccccc1 (stereo not given),19%
CCC(=O)N1c2ccccc2NC2=C(C(=O)CC(c3ccco3)C2)C1c1ccco1 (stereo not given),7%
O=C(CSc1nnc(CCCN2C(=O)c3cccc4cccc(c34)C2=O)n1-c1ccccc1)N1CCN(CCO)CC1,6%
Cc1ccccc1OCC(=O)N=Nc1c(O)[nH]c2c(C)cccc12,0%
COc1ccc2ccccc2c1C=Nc1ccc(-c2ccc(N=Cc3c(OC)ccc4ccccc34)c(C)c2)cc1C,40%
Cc1ccc([N+](=O)[O-])cc1N=Cc1ccc(C#N)cc1,6%
N#C/C(=C(/O)C(Cl)(Cl)Cl)c1nc2ccccc2[nH]1,0%
O=C(c1ccccc1)c1cc(Cl)cc2c1NC(C(=O)O)C1CC=CC21 (stereo not given),30%
O=C(CSCc1ccccc1)N/N=C/c1ccccc1OCc1ccccc1,4%
SMILES,RNase H inhibition
O=C1NC(=O)N(c2ccc(Cl)cc2)C(=O)/C1=C/c1ccc(-c2ccc(Cl)c(C(=O)O)c2)o1,30%
Cc1cc(O)c(C(C)C)cc1NC(=O)c1cc(C(C)(C)C)oc1C,18%
C=C(C)C(C)(C#CCN(CC)CC)OC(C)=O (stereo not given),1%
CCCCCCCC(=O)NNC(=O)[C@@H]1C[C@@H]1c1ccccc1,0%
CCN1C(=O)C([C@H](c2ccncc2)c2c(O)n(CC)c(=S)n(CC)c2=O)C(=O)N(CC)C1=S,7%
Cc1cccc(N2C(=O)/C(=C/c3cccc(O)c3)SC2=S)c1,43%
CCOC(=O)c1ccc(NC(=O)C(CC)(CC)C(=O)OCC)cc1,12%
Cc1cc(C)n(CC(O)COCc2ccccc2)n1 (stereo not given),3%
O=C(CSCc1ccccc1Br)Nc1ccccc1,16%
S=C(Sc1nc(Nc2ccccc2)nc(Nc2ccccc2)n1)N1CCOCC1,3%
Clc1ccc(C2=NN(c3ccccc3Cl)C(c3cccs3)C2)cc1 (stereo not given),11%
Nc1cccc(C(=O)Nc2cccc(Cl)c2)c1,7%
O=C(Nc1cc(C(F)(F)F)ccc1Cl)C(c1ccccc1)c1ccccc1,7%
COc1ccc([N+](=O)[O-])cc1NC(=O)c1c(Cl)cccc1Cl,0%
COc1c(OC(C)=O)ccc(/C=N/NC(=O)COc2ccc(Cl)cc2Br)c1[N+](=O)[O-],16%
O=C1c2cccc3cccc(c23)N1c1ccc(-c2ccccc2)cc1,16%
CC1=NN(c2ccc(C(=O)O)cc2)C(=O)/C1=C\c1ccc(-c2c(Br)cc([N+](=O)[O-])cc2Br)o1,41%
Cc1ccc(-c2[nH]n3c(=O)c(Cl)c(C)nc3c2C)cc1,2%
CC(C)Oc1ccc(C(=O)NC(=S)Nc2ccccc2)cc1,20%
O=CNC1CCCc2c1[nH]c1ccc(Cl)cc21 (stereo not given),1%
CCOc1cccc(C(=O)Nc2cccnc2)c1,31%
CCOC(=O)c1sc(NC(=O)c2ccccc2C)c(C(=O)OCC)c1C,7%
C#CCSc1nnc2nc(C)cc(C)n12,3%
CCCCc1c(C)nc2ccc(OC)cc2c1SCC(=O)O,5%
O=C1C(Cl)=C(N2CCOCC2)C(=O)N1c1cc(Cl)ccc1Cl,0%

# Copied from the list:
# Value for `C=C(C)C(C)(C#CCN(CC)CC)OC(C)=O` (stereo not given) in RNase H inhibition: 1%
# Value for `O=C1C(Cl)=C(N2CCOCC2)C(=O)N1c1cc(Cl)ccc1Cl` in RNase H inhibition: 0%
# Value for `CCOc1cccc(C(=O)Nc2cccnc2)c1` in RNase H inhibition: 31%
# Value for `COc1ccc([N+](=O)[O-])cc1NC(=O)c1c(Cl)cccc1Cl` in RNase H inhibition: 0%

# Other results:
SMILES,RNase H inhibition
CC(=O)N(C)c1ccc(NS(=O)(=O)c2c(C)cc(C)cc2C)cc1,8%
Cc1ccccc1C(=O)NC(=S)Nc1ccc(Cl)c(-c2nc3ccccc3o2)c1,15%
Cc1ccc(NC(=O)CCSc2ccc(Cl)cc2)cc1Cl,14%
COc1ccc(OC)c(/C=C2\SC(=Nc3c(C)cccc3C)N(c3ccccc3)C2=O)c1,10%
COc1ccc(OC(C)=O)c(/C=N/NS(=O)(=O)c2ccccc2)c1,1%
CCOc1ccc(NC(=O)c2ccccc2C(F)(F)F)cc1,2%
CCn1c2ccccc2c2cc(C3C(C(=O)OCC4CCCO4)=C(C)NC4=C3C(=O)CCC4)ccc21 (stereo not given),15%
O=C1N=C(N2CCN(c3ccccc3)CC2)S/C1=C/c1ccccc1OCc1ccccc1,17%
CC(C)Cn1cc(F)c(=O)n(CC(C)C)c1=O,6%
CCCOc1cccc(C(=O)Nc2cccc(C(=O)Nc3nccs3)c2)c1,0%
CCc1ccc(C2C(C#N)=C(N)OC3=C2C(=O)CC(c2ccccc2)C3)cc1 (stereo not given),10%
O=C1CSC2=NC3=C(CCc4ccccc43)C(c3ccc(Cl)cc3)N12 (stereo not given),17%
Cc1ccc(C(=O)N2CCN(c3ccccn3)CC2)cc1[N+](=O)[O-],15%
Cc1ccc(N2C(=O)NC(=O)/C(=C/c3ccc(OCC(=O)O)cc3)C2=O)cc1,11%
CC(=O)c1cccc(Nc2nc(-c3sc(C)nc3C)cs2)c1,15%
Brc1cccc(CN2CCN(C3CCCC3)CC2)c1,6%
CCN1C(=O)N(C)C2C1N(C)C(=O)N2CC (stereo not given),7%
C#CC(C)(C)NC(=O)CN(c1ccc(C)cc1)S(=O)(=O)c1ccc(F)cc1,1%
COc1cccc(OCCNC(=O)C(c2ccccc2)c2ccccc2)c1,10%
CCC1=NN(C(=O)Cc2ccc([N+](=O)[O-])cc2)C(O)(C(F)(F)F)C1 (stereo not given),23%
CCOC(=O)C1=C(C)NC2=C(C(=O)c3ccccc32)C1c1ccc(OC)cc1 (stereo not given),15%
Cc1cccc(NC(=O)/C(C#N)=C\c2cc(C)n(-c3cccc(C(=O)O)c3)c2C)c1,0%
CC(C)OC(=O)COc1ccc2c3c(c(=O)oc2c1)CCCC3,2%
O=C(COC(=O)c1ccccc1N1C(=O)C2C3C=CC(C4CC34)C2C1=O)c1ccc(Cl)cc1Cl (stereo not given),9%
CCOC(=O)c1c(NC(=O)c2cccc(OC)c2)sc(C(=O)Nc2ccccc2OC)c1C,6%

# A portion of the results above:
SMILES,RNase H inhibition
O=C(COC(=O)c1ccccc1N1C(=O)C2C3C=CC(C4CC34)C2C1=O)c1ccc(Cl)cc1Cl (stereo not given),9%
CCOC(=O)c1c(NC(=O)c2cccc(OC)c2)sc(C(=O)Nc2ccccc2OC)c1C,6%

# The results go on:
SMILES,RNase H inhibition
O=[N+]([O-])c1cc(C(F)(F)F)ccc1N1CCN(CCO)CC1,0%
O=[N+]([O-])c1cccc(CN2CCN(Cc3cc(Br)ccc3O)CC2)c1,13%
Cc1ccnc(NS(=O)(=O)c2ccc(NC(=O)c3cc(-c4ccccc4)nc4ccccc34)cc2)n1,0%
COC(=O)c1c(NC(=O)COc2cccc(Cl)c2)sc2c1CCC2,21%
COC(=O)c1cc(C(=O)N2CCN(Cc3ccccc3)CC2)cc([N+](=O)[O-])c1,4%
O=C1CC(Nc2ccc(F)cc2)C(=O)N1c1ccccc1Cl (stereo not given),18%
O=C(Nc1ccccc1Cl)N1CCN(c2cccc(C(F)(F)F)c2)CC1,10%
CCOc1ccc(N(CC(=O)NCC(C)C)S(=O)(=O)c2ccccc2)cc1,9%
Cc1cc([N+](=O)[O-])ccc1NCc1ccccc1,7%
COc1ccc2oc(=O)c(C(=O)NC3CCCCC3)cc2c1,4%
COc1ccc(C(=O)c2cnc[nH]2)cc1,13%
CC1(C)C(=O)N(Cc2ccc(Cl)c(Cl)c2)c2ccccc2N1C(=O)c1ccc(Br)cc1,0%
CC1=C(C(=O)OC(C)C)C(c2cccc(Cl)c2Cl)C2=C(CC(c3ccccc3)CC2=O)N1 (stereo not given),1%
COc1ccc(C2CC(=O)C3=C(C2)NC(C)=C(C(=O)OC2CCCCC2)C3c2ccc(Br)cc2)cc1 (stereo not given),12%
COc1cc(C2NC(=O)NC(C)=C2C(=O)Nc2ccc(Cl)cc2)cc(OC)c1OC (stereo not given),8%
O=C(Nc1ccc(O)cc1)c1ccc(C(=O)c2ccccc2)o1,7%
CC1=C(C(=O)Nc2ccc(Br)cc2)C(c2ccccc2)NC(=O)N1C (stereo not given),18%
Cc1cc([N+](=O)[O-])ccc1N[C@@H]1OC[C@@H](O)[C@H](O)[C@H]1O,15%
Cc1ccc(-c2nc3cc(Cl)ccc3o2)cc1NC(=O)c1ccc2c(c1)OCCO2,32%
Cc1ccc(C(=O)Nc2ccccc2C(=O)Nc2nc3ccccc3n2C)cc1,13%
COC(=O)c1c(-c2ccc(Cl)cc2)csc1NC(=O)C1CCCCC1C(=O)O (stereo not given),10%
COc1ccc(C2/C(=C(\O)c3ccccc3)C(=O)C(=O)N2c2ccc(C)c(Cl)c2)cc1OC (stereo not given),17%
CC(=O)NN1C(=O)/C(=C\c2ccc(C)cc2)SC1=S,3%
CCN1CCC2(CC1)CC1CC3C=CC1(CN2C(C)=O)O3 (stereo not given),0%
CCOC(=O)Cc1nn(CC)c(=O)c2ccccc12,8%
SMILES,RNase H inhibition
Cc1ccc(NC(=O)c2ccc(NC(=O)CCCC(=O)O)cc2)cc1Cl,14%
CCOC(=O)N1C(=O)c2ccccc2NC1(C(F)(F)F)C(F)(F)F,5%
Cc1ccc(-n2cnc3cc(N=Cc4nc5ccccc5n4C)ccc32)cc1,4%
CCCc1ccc(OCC(O)CN2CCN(Cc3ccccc3)CC2)cc1 (stereo not given),7%
COC(=O)c1c(O)cn(-c2ccc(C)c(C)c2)c1C,6%
Cc1cc(C)cc(OCCOc2ccc(Br)cc2/C=C2\SC(=O)NC2=O)c1,43%
COc1ccc(N(CC(=O)Nc2ccc(C)cc2C)S(=O)(=O)c2ccc(C)cc2)cc1,8%
CSc1ccc(/C=C2/SC(=O)N(CN3CCCCC3)C2=O)cc1,14%
O=C(NCc1ccccc1)c1ccc[n+]([O-])c1,0%
CCOC(=O)c1ccc(NC2=CC(=O)CC(c3ccco3)C2)cc1 (stereo not given),0%
O=C(Nc1ccccc1)Nc1nnc(SCc2ccccc2F)s1,12%
COc1ccc(C2/C(=C(/O)c3ccc(C)cc3)C(=O)C(=O)N2CCCn2ccnc2)c(OC)c1 (stereo not given),16%
Cc1cccc(C(=O)NN2CCOCC2)c1,0%
O=C(/C=C/c1ccc(/C=C/C(=O)c2cccc(N3C(=O)CCC3=O)c2)cc1)c1cccc(N2C(=O)CCC2=O)c1,8%
CC(=O)C1=C(C)NC(SCC(=O)c2ccc(C)c(C)c2)=C(C#N)C1c1cccc(C)c1 (stereo not given),32%
O=C(O)C1C2CCC(C2)C1C(=O)Nc1nc2ccccc2s1 (stereo not given),0%
Cc1c(NC(=O)c2ccc([N+](=O)[O-])cc2)cccc1-c1nc2ccccc2s1,6%
COc1ccc(C(=O)O/N=C(\N)c2ccccc2)c(OC)c1,9%
CC(C)C(NC(=O)OC(C)(C)C)C(=O)O (stereo not given),11%
CC(C)c1c(O)nc(SCCC(=O)O)[nH]c1=O,4%
Cc1ccccc1C(=O)N/N=C/c1cccc(Cl)c1Cl,10%
O=C1C(Cl)=C(N2CCCCC2)C(=O)N1c1cc(Cl)ccc1Cl,23%
COc1cc(/C=N/Nc2nc(N3CCCCC3)nc(N3CCCCC3)n2)ccc1OCc1ccc([N+](=O)[O-])cc1,0%
Cc1nn(C(=O)c2nn(C)cc2[N+](=O)[O-])c(C)c1Br,18%
O=C(O)c1cccc(S(=O)(=O)N2CCCCCC2)c1,5%

# Of the compounds above, 13 have a COOH group.
SMILES,RNase H inhibition
Cc1ccccc1NC(=O)/C(C#N)=C\c1cc(C)n(-c2cccc(C(=O)O)c2)c1C,7%
O=C(c1ccccc1)c1cc(Cl)cc2c1NC(C(=O)O)C1CC=CC21 (stereo not given),30%
O=C1NC(=O)N(c2ccc(Cl)cc2)C(=O)/C1=C/c1ccc(-c2ccc(Cl)c(C(=O)O)c2)o1,30%
CC1=NN(c2ccc(C(=O)O)cc2)C(=O)/C1=C\c1ccc(-c2c(Br)cc([N+](=O)[O-])cc2Br)o1,41%
CCCCc1c(C)nc2ccc(OC)cc2c1SCC(=O)O,5%
Cc1ccc(N2C(=O)NC(=O)/C(=C/c3ccc(OCC(=O)O)cc3)C2=O)cc1,11%
Cc1cccc(NC(=O)/C(C#N)=C\c2cc(C)n(-c3cccc(C(=O)O)c3)c2C)c1,0%
COC(=O)c1c(-c2ccc(Cl)cc2)csc1NC(=O)C1CCCCC1C(=O)O (stereo not given),10%
Cc1ccc(NC(=O)c2ccc(NC(=O)CCCC(=O)O)cc2)cc1Cl,14%
O=C(O)C1C2CCC(C2)C1C(=O)Nc1nc2ccccc2s1 (stereo not given),0%
CC(C)C(NC(=O)OC(C)(C)C)C(=O)O (stereo not given),11%
CC(C)c1c(O)nc(SCCC(=O)O)[nH]c1=O,4%
O=C(O)c1cccc(S(=O)(=O)N2CCCCCC2)c1,5%

# From PubChem BioAssay
